Wee1 stabilizer – blocks degradation of human Wee1 kinase; P30291; HeLa Luc-Wee1K328M stability, luciferase luminescence; 100% = proteasome inhibitor MG132 effect; reporter increase, % at 5 µM; 220,000 compounds, 1.2% hits;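 active = activation above the mean of all tested compounds plus 3 SD, set per screening run, cut at about 8.8% in these data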;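 note: cells exposed to compound for 20 h before luminescence read; 0% = DMSO alone and 100% = MG132 at 30 µM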
FXIa inh 1536 – factor XIa (human) inhibition; inhibition, % at 5 µM; 220,000 compounds, 0.14% hits; purified FXIa, Boc-Glu-Ala-Arg-AMC fluorogenic substrate; AID 798;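 active = inhibition of at least 40%; inactive = inhibition below 40%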;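 note: fluorescence of freed AMC excited at 355 nm; 0% = enzyme without compound and 100% = no enzyme blank; many of its hits are not listed in these tables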
FXIIa inh 1536 – blocks human coagulation factor XIIa protease activity | 220,000 compounds, 0.3% hits | purified FXIIa, Boc-QGR-AMC fluorogenic substrate, 2 h | P00748 | AID 800 | inhibition, % at 5 µM; in the data active = inhibition above about 40%;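 note: 0% = enzyme with no compound and 100% = blank without enzyme; many of its hits are not listed in these tables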
Target sequence (P00748 20-372 limits assumed): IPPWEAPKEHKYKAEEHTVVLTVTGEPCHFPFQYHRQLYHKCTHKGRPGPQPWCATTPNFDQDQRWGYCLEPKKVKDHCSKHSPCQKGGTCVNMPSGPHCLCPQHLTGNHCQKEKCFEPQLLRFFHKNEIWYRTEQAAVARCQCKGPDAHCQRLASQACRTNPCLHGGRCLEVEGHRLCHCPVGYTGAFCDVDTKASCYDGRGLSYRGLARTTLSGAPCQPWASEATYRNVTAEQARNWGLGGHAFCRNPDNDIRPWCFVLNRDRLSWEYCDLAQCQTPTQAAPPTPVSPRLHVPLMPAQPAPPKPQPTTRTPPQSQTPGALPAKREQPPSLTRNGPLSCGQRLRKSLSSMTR
Target sequence (P00748 373-615 limits assumed): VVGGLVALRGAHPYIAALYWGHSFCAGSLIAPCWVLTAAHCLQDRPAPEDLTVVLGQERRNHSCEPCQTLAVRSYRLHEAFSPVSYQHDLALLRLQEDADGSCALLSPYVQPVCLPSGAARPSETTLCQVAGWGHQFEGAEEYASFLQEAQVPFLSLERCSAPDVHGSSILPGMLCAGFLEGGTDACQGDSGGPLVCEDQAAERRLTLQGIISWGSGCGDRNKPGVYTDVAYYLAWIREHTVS
CHOP inh – inhibitors of CHOP induction in ER stress response | CHO-K1 CHOP-promoter luciferase, tunicamycin-induced, 15-18 h | inhibition, % at 10 µM | 220,000 compounds, 3.8% hits | AID 2732;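 active = compounds that reduced the stress-induced luciferase reporter signal by more than about 70% of percent inhibition, limit read from the data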;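 note: 0% = tunicamycin plus vehicle and 100% = wells without tunicamycin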
PGE2 EP2 inh – blocks the human prostaglandin E2 receptor EP2. P43116. C6 glioma cells expressing human EP2, cAMP TR-FRET; cells stimulated with saturating PGE2. inhibition, % at 25 µM. 260,000 compounds, 0.52% hits. AID 1422;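 active = percent inhibition above 40 after rounding to a whole number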;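 note: rat C6 glioma host cells with rolipram phosphodiesterase inhibitor present; the protocol text gives 20 µM as final concentration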
Target sequence (P43116 whole entry, looked up): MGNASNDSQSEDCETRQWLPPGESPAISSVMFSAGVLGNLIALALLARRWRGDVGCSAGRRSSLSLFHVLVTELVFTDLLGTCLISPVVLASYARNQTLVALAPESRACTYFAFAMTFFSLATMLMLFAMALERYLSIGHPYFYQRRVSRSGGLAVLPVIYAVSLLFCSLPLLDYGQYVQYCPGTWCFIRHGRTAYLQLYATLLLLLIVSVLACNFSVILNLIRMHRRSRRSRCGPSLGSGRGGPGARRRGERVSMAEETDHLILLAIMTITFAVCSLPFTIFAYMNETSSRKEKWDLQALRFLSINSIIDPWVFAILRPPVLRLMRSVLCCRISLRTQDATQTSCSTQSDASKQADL
TbHK1 inh – T. brucei hexokinase 1 inhibition; recombinant TbHK1, G6PDH-coupled NADH A340; inhibition, % at 10 µM; 220,000 compounds, 0.11% hits; AID 1430;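 active = inhibition of 50% or more in the single-dose primary screen; inactive = inhibition below 50%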
PPC-1+TRAIL kill – kills PPC-1 cancer cells in the presence of TRAIL; PPC-1 cells + TRAIL, ATPLite viability luminescence; cell killing (% activity), % at 4 µM; 220,000 compounds, 0.41% hits; AID 1443;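 active = cell killing above 50% in the first pass at 4 µM, then a duplicate retest at 5 µM averaging 50% or more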;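 note: plate controls were cells with TRAIL plus DMSO for no effect and medium-only wells lacking cells for full effect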
TNF death inh – inhibitors of TNF-alpha induced necroptosis in Jurkat FADD-/- cells. Jurkat FADD-/- TNF necroptosis rescue, ATP luminescence, 24 h; 0 = TNF only, 100 = no-TNF cells. activation (protection from cell death), % at 10 µM. 220,000 compounds, 0.068% hits;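 active = activation, meaning protection from cell death, of at least 50% relative to plate controls; inactive = activation below 50%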;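 note: necroptosis triggered by 40 ng/mL TNF-alpha added together with compound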
L929 necroptosis – L929 zVAD cell death inhibition; viability rescue, % at 10 µM; 220,000 compounds, 0.38% hits; L929 zVAD necroptosis rescue, ATP luminescence, 24 h; with zVAD 60 µM; AID 1377;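 active = activation, scaled between plate controls, above about 75%, limit read from the data; inactive = activation under that limit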;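 note: 0% = zVAD with DMSO and 100% = DMSO alone without zVAD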
An asterisk follows results filed as active; x = no result given; & = joins results of further samples; [ ] = dose if it differs, or a comment. Some of the compounds tested; count on the stated rates, not on these rows.

SMILES	Wee1 stabilizer	FXIa inh 1536	FXIIa inh 1536	CHOP inh	PGE2 EP2 inh	TbHK1 inh	PPC-1+TRAIL kill	TNF death inh	L929 necroptosis
CCN1CC(C)C(O)(c2ccccc2)CC1C (stereo not given)	3	-9	13	6	15	-1	6	1.0	0.2
CCCCCCCC(=O)NNC(=O)Cc1ccccc1	-1	-2	7	7	7	0	18	-1.3	0.2
COC(=O)C1=C(C)NC(C)=C([N+](=O)[O-])C1c1ccccc1C(F)(F)F (stereo not given)	-1	7	10	-28&22	13&16	1	2	2.4	-0.7
CCCCN(CC)C(=O)Cn1c(=O)sc2ccccc21	0	-8	12	21	8	11	-10	-0.4	-0.4
CCc1ccc(-c2nc(CN3CCC(C(=O)NCc4ccccc4OC)CC3)c(C)o2)cc1	3	-6	8	79*	10	1	12	-10	1.5
CCc1cccc(NC(=O)CCNS(=O)(=O)c2cccc3nonc23)c1	-3	7	4	14	7	3	10	3.4	0.8
CC(C)CN1CCN(Cc2cccc3nccnc23)CC1CCO (stereo not given)	8	1	13	23	9	0	15	-0.4	-0.6
O=C(CS(=O)(=O)Cc1ccccc1)Nc1nc2ccccc2s1	-2	-1	15	20	3	2	-2	0.3	-0.3
O=C(COc1ccc(Cl)cc1)Nc1cccc(-c2ccc3nncn3n2)c1	6	-4	4	16	12	4	3	1.2	9.9
O=C(CNC(=O)c1cnccn1)Nc1ccc(F)c(F)c1F	0	4	17	-1	x	3	-9	0.9	1.0
CN(C)C(CNC(=O)c1oc2ccccc2c1CSc1ncn[nH]1)c1ccco1 (stereo not given)	-2	2	13	3	4	-8	15	1.9	-0.3
CCn1ccnc1CN(C)C(=O)CCc1nnc(CCC2CCCCC2)o1	0	0	8	0	9	-2	20	0.3	-0.1
CCOC(=O)c1c(C)oc2c(CN3CCN(C)CC3)c(Br)c(OC)c(O)c12	0	9	16	15	12	4	4	-0.9	-0.3
CC(C)c1nnc(SCC(=O)NC(C)(C)C)n1C	5	-2	2	11	3	-6	-8	0.4	0.6
O=c1cc(-c2ccccc2)[nH]c2nc3ccccc3n12	6	14	24	x	17	-4	70*[5 µM]	-12	2.1

One compound at a time (already shown). Values in the order: Wee1 stabilizer, FXIa inh 1536, FXIIa inh 1536, CHOP inh, PGE2 EP2 inh, TbHK1 inh, PPC-1+TRAIL kill, TNF death inh, L929 necroptosis
CC(C)CN1CCN(Cc2cccc3nccnc23)CC1CCO (stereo not given) reads 8, 1, 13, 23, 9, 0, 15, -0.4, -0.6
CCCCN(CC)C(=O)Cn1c(=O)sc2ccccc21 reads 0, -8, 12, 21, 8, 11, -10, -0.4, -0.4
CCOC(=O)c1c(C)oc2c(CN3CCN(C)CC3)c(Br)c(OC)c(O)c12 reads 0, 9, 16, 15, 12, 4, 4, -0.9, -0.3

Remaining list, next part.
SMILES	Wee1 stabilizer	FXIa inh 1536	FXIIa inh 1536	CHOP inh	PGE2 EP2 inh	TbHK1 inh	PPC-1+TRAIL kill	TNF death inh	L929 necroptosis
Cc1cccc2[nH]c(SCC(=O)N3CCOCC3)nc12	-4	-3	7	4	-2	0	15	-0.5	1.1
Cc1cc(Nc2ccccc2)n(C(=O)c2ccc(Cl)cc2)n1	0	-5	4	1	8	33	23	5.0	4.3
O=C(c1ccccc1)C(Nc1ccccn1)c1ccccc1 (stereo not given)	-2	-2	6	34	2	-1	14	-0.3	0.7
CCn1c(=NC(=O)C2COc3ccccc3O2)sc2c(C)ccc(OC)c21 (stereo not given)	-3	3	7	-14	8	-6	15	2.1	2.5
Cn1c(=O)c2c(ncn2CC(O)CNc2ccc(Cl)cc2)n(C)c1=O (stereo not given)	-2	5	-1	5	13	-4	8	-0.7	-0.6
Cc1cc(C)cc(-n2cnc3cc(C(=O)O)ccc32)c1	5	-5	6	-6	6	-1	-12	0.0	-0.6
Cc1ccc(NC(=S)N(CCCN2CCOCC2)Cc2ccco2)cc1	0	-6	-1	3	3	-7	8	1.7	1.4
O=C(CNC(=O)c1ccccc1)NCC(=O)OCC(=O)c1ccc([N+](=O)[O-])cc1	2	7	19	-7	8	26	-4	-2.6	0.0
CCc1nnc(NC(=O)CSc2nnc(-c3c[nH]c4ccccc34)n2C)s1	0	8	15	-1	5	2	5	0.1	-0.2
Cc1ccc(NC(=O)C2CCN(S(C)(=O)=O)CC2)cc1C	-3	4	14	14	11	0	-20	2.1	0.4
CC(C)NCC(=O)Nc1c2c(nc3ccccc13)CCC2	0	4	10	-1	6	-6	12	1.0	-0.4
COc1cc(CC(=O)OCC(=O)Nc2cccc([N+](=O)[O-])c2)cc(OC)c1OC	2	15	8	9	7	3	21	1.1	0.6
Cc1onc(-c2ccccc2)c1C(=O)N/N=C/c1cccs1	2	1	10	1	19	-24	11	1.6	-1.1
O=C(CNC(=O)C(c1ccccc1)c1ccccc1)N/N=C/c1ccc(O)c([N+](=O)[O-])c1	1	-1	-1	-28	3	-3	24	4.2	0.2
CN(C)S(=O)(=O)c1ccc(N2CCCC2=O)c([N+](=O)[O-])c1	-3	3	3	11	6	3	7	1.4	0.4

Three of the entries above in order of the FXIIa inh 1536 value, high to low.
Compound	Wee1 stabilizer	FXIa inh 1536	FXIIa inh 1536	CHOP inh	TbHK1 inh
O=C(CNC(=O)c1ccccc1)NCC(=O)OCC(=O)c1ccc([N+](=O)[O-])cc1	2	7	19	-7	26
Cc1cccc2[nH]c(SCC(=O)N3CCOCC3)nc12	-4	-3	7	4	0
Cn1c(=O)c2c(ncn2CC(O)CNc2ccc(Cl)cc2)n(C)c1=O (stereo not given)	-2	5	-1	5	-4

(continued)
SMILES	Wee1 stabilizer	FXIa inh 1536	FXIIa inh 1536	CHOP inh	PGE2 EP2 inh	TbHK1 inh	PPC-1+TRAIL kill	TNF death inh	L929 necroptosis
OCC1(Cc2cccc(F)c2)CCN(Cc2ccc3cccc(F)c3n2)CC1	1	-4	4	21	15	0	x	5.6	3.6
COCCCN(C(=S)Nc1cc(Cl)cc(Cl)c1)C(C)c1ccncc1 (stereo not given)	1	2	9	54	0	1	-24	2.5	-0.1
CC(C)(C)C(=O)CSc1ncccn1	-4	-1	5	7	5	-6	-6	3.0	2.3
Cc1cc(N)n(Cc2cccs2)n1	3	-2	7	-5	12	1	5	8.9	8.8
O=C(NCCN1C(=O)C2C3C=CC(C3)C2C1=O)N1CCOCC1 (stereo not given)	0	5	13	14	5	1	32	-1.2	-0.8
COCCn1c(N)c(N(Cc2ccccc2)C(=O)c2oc3ccccc3c2C)c(=O)[nH]c1=O	1	0	17	11	6	-1	20	-0.7	1.8
CCCCNC(=O)C(=O)c1ccccc1NC(C)=O	-3	-5	-11	1	-2	-1	29	-3.3	0.1
c1ccc(CNc2cnccn2)cc1	0	16	23	0	6	-8	3	4.6	0.1
Cc1ccc(CC(=S)N2CCOCC2)cc1	2	1	12	-6	5	-2	15	0.0	-0.1
COCCn1c(=O)[nH]c2cc(C(=O)Nc3cccc(F)c3)ccc2c1=O	4	0	7	31	4	0	8	0.4	-1.1
O=C(CSc1nnc2ccccn12)N1CCc2ccccc2C1	2	-13	5	16	-1	-2	16	0.8	0.1
CCCS(=O)(=O)NCCc1cc2ccc(C)cc2[nH]c1=O	-2	1	11	-13	2	-14	3	-0.1	-0.5
COc1ccccc1OCCNC(=O)c1cccs1	-2	-1	14	-1	9	4	-7	-0.4	0.0
COCCSc1ccccc1C(=O)Nc1ccccc1C(C)C	0	2	12	9	2	8	15	0.0	-0.7
COc1ccccc1C(=O)Nc1cccc(Oc2c(F)c(F)c(F)c(F)c2F)c1	2	2	9	39	2	-4	5	2.3	1.3
COc1ccc(C(c2nnnn2C2CCCC2)N2CCC(C)CC2)c(OC)c1 (stereo not given)	41*	5	9	18	9	3	13	-0.9	-0.5
COc1ccc(/C=N/Nc2nc3ccccc3c(=O)n2-c2ccccc2)cc1OC	0	4	8	-6	8	-35	27	-0.5	-0.6
O=c1c2ccccc2nc(-c2ccc(Cl)cc2Cl)n1O	-2	-3	5	-7	4	-2	2	1.5	0.9
CC1C2(C)OC(=N)C(C#N)(C(C)O2)C1(C#N)C#N (stereo not given)	-1	-2	1	10	4	1	-11	1.8	0.6
O=C(/C=C\c1cn(-c2ccccc2)nc1-c1ccccc1)Nc1nccs1	0	6	8	108*	4	-7	0	2.7	2.3
Cc1ccnc(NC(=O)CSc2cc(=O)n(C)c3ccccc23)c1	6	15	5	32	11	-14	6	15	74
O=C(N/N=C\c1cc(Br)c(Br)o1)c1cncc(Br)c1	-3	-1	0	-7	3	-10	-5	4.5	0.0
Cc1c(Cl)cccc1NC(=O)NC1CCCCC1	-3	5	19	78*	9	3	-1	3.1	1.3
COc1ccccc1OCCCCCNCCO	2	-1	1	51	4	0	18	0.6	-0.2
N#CC(c1ccc(Cl)cc1)c1ncc(C(F)(F)F)cc1Cl (stereo not given)	4	-4	-5	59	0	0	-9	-3.3	-0.1
Cc1ccc(-n2c(C)cc(/C=N/NC(=O)CC3(C)OCCO3)c2C)c(C)c1	0	-2	12	28	7	-16	18	-5.3	-1.8
Cc1ccc(C)c(-n2c(-c3ccncc3)n[nH]c2=S)c1	-5	-4	5	-7	5	-8	-2	3.0	-0.6
CCOC(=O)N1CCN(C(=O)c2ccc(OCC)c(OCC)c2)CC1	-1	6	10	2	12	2	15	-1.0	0.4
CCN(CC)C(=O)CSc1nnc([C@H](Cc2c[nH]c3ccccc23)NC(=O)OC(C)(C)C)o1	0	16	18	12	8	-4	0	-2.8	-0.1
Cc1ccc(OCCSc2nnc(C)c(=O)n2N)cc1	-2	-2	6	15	8	0	4	-0.2	0.1

Quoted at random: 5 entries already listed, in no set order.
SMILES	Wee1 stabilizer	FXIa inh 1536	FXIIa inh 1536	CHOP inh	PGE2 EP2 inh	TbHK1 inh	PPC-1+TRAIL kill	TNF death inh	L929 necroptosis
COc1ccc(/C=N/Nc2nc3ccccc3c(=O)n2-c2ccccc2)cc1OC	0	4	8	-6	8	-35	27	-0.5	-0.6
Cc1ccc(OCCSc2nnc(C)c(=O)n2N)cc1	-2	-2	6	15	8	0	4	-0.2	0.1
N#CC(c1ccc(Cl)cc1)c1ncc(C(F)(F)F)cc1Cl (stereo not given)	4	-4	-5	59	0	0	-9	-3.3	-0.1
O=C(N/N=C\c1cc(Br)c(Br)o1)c1cncc(Br)c1	-3	-1	0	-7	3	-10	-5	4.5	0.0
COc1ccccc1OCCCCCNCCO	2	-1	1	51	4	0	18	0.6	-0.2

Other entries
SMILES	Wee1 stabilizer	FXIa inh 1536	FXIIa inh 1536	CHOP inh	PGE2 EP2 inh	TbHK1 inh	PPC-1+TRAIL kill	TNF death inh	L929 necroptosis
O=C(O)CSc1cc(C(F)(F)F)nc(-c2ccccn2)n1	4	-10	1	-1	13	-2	0	-3.3	-0.3
COc1ccc(-n2c(SCC(=O)NCc3ccco3)nnc2-c2c[nH]c3ccccc23)cc1	0	-7	3	9	6	8	-7	1.5	0.0
Cc1cc(S(=O)(=O)N2CCN(c3c(C)cccc3C)CC2)ccc1F	-3	-5	-3	64	2	11	36	0.0	0.1
Cc1ccc(Nc2ccc(C(=O)NC3CCCCC3)cn2)cc1	-2	3	13	-5	6	-11	2	5.4	28
CCOC(=O)c1ccc(NC(=O)CSc2nnc(COc3ccccc3OC)n2CC)cc1	2	0	16	15	4	-5	4	-1.7	0.2
Cc1ccc(CSc2nc3ccccc3c(=O)[nH]2)cc1	-1	-8	-4	-12	7	-2	20	-0.4	2.9

High-throughput results: PubChem BioAssay, several laboratories
